TRPC4 act: activators of mouse TRPC4 channel, primary screen, Fluo4 calcium, HEK293 TRPC4beta/mu-opioid cells; Short transient receptor potential channel 4 (Mus musculus), Q9QUQ5; Fluo4 calcium fluorescence; hits give high values; B-score at 10 µM; hit rate 0.49% among 310,000; AID 2237, 2010;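 active = B-score above 5 SD of library B-scores, and initial fluorescence ratio not above library mean plus 5 SD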;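 also: positive B-score marks a calcium rise read as TRPC4 activation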
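Assay system: HEK293 stable line with TRPC4beta plus mu-opioid receptor. Times: dye 45 min RT, read 110 s. Measured by: kinetic Fluo4 calcium fluorescence. Measure: B score of integrated ratio. Controls: assay buffer as low control, maximal DAMGO as high control.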
TRPC6 act: mouse TRPC6 channel activators, primary screen, cell-based, HEK293, membrane potential dye; Short transient receptor potential channel 6 (Mus musculus), Q61143; HEK293-TRPC6 membrane potential dye fluorescence; hits give high values; B-score at 10 µM; hit rate 0.13% among 310,000;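 active = B-score of the integrated fluorescence ratio above library mean plus 3 SD, and starting fluorescence ratio within library mean plus 5 SD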;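 also: higher score means more depolarization so channel activation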
Target sequence (Q61143 whole entry, looked up): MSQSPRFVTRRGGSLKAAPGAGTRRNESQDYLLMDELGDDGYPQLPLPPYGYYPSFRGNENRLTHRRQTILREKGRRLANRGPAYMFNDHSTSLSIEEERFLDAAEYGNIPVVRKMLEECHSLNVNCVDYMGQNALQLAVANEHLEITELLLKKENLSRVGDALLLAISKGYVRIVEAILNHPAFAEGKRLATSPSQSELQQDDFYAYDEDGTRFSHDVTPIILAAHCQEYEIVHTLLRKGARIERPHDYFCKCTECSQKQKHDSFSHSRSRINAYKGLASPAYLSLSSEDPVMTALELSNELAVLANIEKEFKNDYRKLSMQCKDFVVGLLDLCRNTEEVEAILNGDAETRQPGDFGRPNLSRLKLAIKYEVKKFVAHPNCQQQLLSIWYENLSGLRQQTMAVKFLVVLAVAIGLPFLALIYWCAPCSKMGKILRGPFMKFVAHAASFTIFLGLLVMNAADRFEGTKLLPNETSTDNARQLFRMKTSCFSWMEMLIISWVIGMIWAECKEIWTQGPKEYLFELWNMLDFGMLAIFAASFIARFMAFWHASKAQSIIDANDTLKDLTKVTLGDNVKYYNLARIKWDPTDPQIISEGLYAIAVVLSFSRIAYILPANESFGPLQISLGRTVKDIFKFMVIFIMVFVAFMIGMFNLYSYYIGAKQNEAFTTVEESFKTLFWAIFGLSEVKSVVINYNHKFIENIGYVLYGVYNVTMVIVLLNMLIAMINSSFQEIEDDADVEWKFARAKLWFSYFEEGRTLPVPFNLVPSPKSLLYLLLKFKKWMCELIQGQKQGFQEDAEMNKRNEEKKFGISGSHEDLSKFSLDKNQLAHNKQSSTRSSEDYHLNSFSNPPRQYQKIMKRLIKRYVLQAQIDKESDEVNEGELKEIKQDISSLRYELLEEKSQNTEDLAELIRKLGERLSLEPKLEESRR
PolyA inhibitor: polyadenylation inhibitors in yeast reporter cells, primary screen, luminescence, S. cerevisiae; S. cerevisiae SKY197-pL101 polyadenylation reporter, beta-gal luminescence; efflux-impaired pdr1/pdr3 knockout yeast; score 100 = 6 SD above DMSO; calls only at 12 µM; hit rate 0.02% among 300,000; AID 1875, 2009;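 active = lowest replicate activity score at least 50, where 100 means six control SD above control mean; inconclusive = lowest score under 50 but half or more replicates reach 50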;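 also: yeast exposed to compound for 9 h at 30 °C; higher score means more reporter readthrough which indicates perturbed polyadenylation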
HIF act: HIF pathway transcriptional activators, primary screen, cell-based, U2OS HRE-luciferase, luminescence; AID 1910, 2009; U2OS HRE-luciferase reporter; normalized: DMSO 0%, desferrioxamine 100%; hit rate 0.32% among 300,000; activation, % at 7.5 µM (by protocol);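 active = mean activation of at least 10% of the iron chelator positive control signal, with at least half of replicates also reaching 10%; inconclusive = mean and replicate majority disagree about reaching 10%; inactive = mean and most replicates under 10%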
MrgX1 ag: agonists of human MrgX1 receptor, primary screen, HEK293 cells, Fluo-4 calcium flux. Fluo-4 calcium fluorescence, agonist mode; hits give high values. B-score at 10 µM. hit rate 0.44% among 310,000. AID 588627, 2011;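 active = calcium response B-score plate-corrected fluorescence ratio at least 3 library SD, with starting fluorescence B-score inside 5 SD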
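Material: MrgX1-expressing HEK293 cells; input: 15,000 cells per well; doses: test compound given as first of three sequential additions; schedule: overnight plating before 1 h dye loading; technique: Fluo-4 NW calcium-flux fluorescence, kinetic read; evaluation: baseline-normalised fluorescence change ratio, B-scored; control set: plate-wise positive and negative controls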
TRPC6 inhibitor: mouse TRPC6 channel inhibitors, primary screen, cell-based, HEK293, membrane potential dye. Short transient receptor potential channel 6 (Mus musculus), Q61143. ACh-evoked depolarization; hits give low values. B-score at 10 µM. hit rate 1.1% among 310,000;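 active = B-score under library mean minus 3 SD, initial fluorescence not abnormally high, positive integrated signal ratio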;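 also: B-score derived from integrated fluorescence ratio over the kinetic read; more negative B-score means stronger inhibition of depolarization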
AI-2 QS mod: Vibrio harveyi AI-2 quorum sensing modulators, primary screen, JMH597 strain, luminescence/OD600 ratio. Vibrio harveyi JMH597 AI-2 luminescence/OD600 ratio, 9 h; hits give low values; strain lacks LuxN and CqsS sensors; 0 = neutral-control median. activity change, % at 7.5 µM. hit rate 0.4% among 300,000. AID 2094, 2009; in the data active = activity change below about -75%, passing the limit was not always enough; inconclusive = no clear call, values can overlap the other calls;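 also: luminescence divided by OD600 gain over 9 h not by final OD600 alone; inactives centre near 13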
MrgX1 allo act: positive allosteric modulators of MrgX1, primary screen, HEK293 cells, Fluo-4 calcium flux | FDSS; hits give high values | B-score at 10 µM | hit rate 0.63% among 310,000 | AID 588675, 2011 | Mas-related G-protein coupled receptor member X1 (Homo sapiens), Q96LB2;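 active = plate-corrected calcium response at least 3 library SD above typical, normal starting fluorescence, not activating the receptor alone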;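 also: compound read alongside a low EC10 to EC30 dose of BAM8-22 agonist; peak minus trough fluorescence over baseline measured at the second addition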
TRPC4 inh: inhibitors of mouse TRPC4 channel, primary screen, Fluo4 calcium, HEK293 TRPC4beta/mu-opioid cells; Short transient receptor potential channel 4 (Mus musculus), Q9QUQ5; DAMGO-evoked Fluo4 calcium flux; hits give low values; B-score at 10 µM; hit rate 0.39% among 300,000; AID 2247, 2010;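 active = B-score over 3 SD under the library average, no early fluorescence shift, positive overall ratio signal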
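Material: HEK293 cells with stable TRPC4beta plus mu-opioid receptor expression / Probe or stimulus: DAMGO in two steps, submaximal then maximal / Compound: single concentration per test compound / Technique: kinetic Fluo4 fluorescence imaging of calcium influx / Read-out: per-well B score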
TRPC4 PAM: positive allosteric modulators of TRPC4, primary screen, cell-based, mouse TRPC4beta, HEK293 mu-opioid, Fluo-4 calcium. hit rate 0.42% among 310,000. AID 2227, 2009. DAMGO EC20, Fluo-4 Ca2+ flux; hits give high values. B-score at 10 µM;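 active = B-score of calcium response area above 5 SD of library B-scores, with initial fluorescence ratio within 5 SD of library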;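 also: B-score of integrated fluorescence ratio over time as area under calcium response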
MrgX1 antagonist: antagonists of human MrgX1 receptor, primary screen, HEK293 cells, Fluo-4 calcium flux. Mas-related G-protein coupled receptor member X1 (Homo sapiens), Q96LB2. BAM8-22 antagonism; hits give low values. B-score at 10 µM. hit rate 1.3% among 310,000;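 active = calcium-response B-score plate-corrected more than 3 library SD below zero, starting fluorescence within 5 deviations, no agonist response on first addition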;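 also: peak minus trough fluorescence over baseline after final BAM8-22 challenge near maximal dose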
* = called active by the depositor; i = inactive; ? = inconclusive; / = no result given. A portion of the library; the hit share may differ from the screen's.

SMILES	TRPC4 act	TRPC6 act	PolyA inhibitor	HIF act	MrgX1 ag	TRPC6 inhibitor	AI-2 QS mod	MrgX1 allo act	TRPC4 inh	TRPC4 PAM	MrgX1 antagonist
CN(C)c1ccc(N=Nc2ccc(C(=O)O)cc2)cc1	i	i	i	-37	i	i	24	i	i	i	i
O=C(C1=C[C@H](C2CC2)C[C@H](OCc2ccc(CO)cc2)O1)N1CCN(Cc2ccccc2)CC1	i	i	i	-0.4	i	i	1	i	i	i	i
O=C(NCCN1CCN(c2cccc(Cl)c2)CC1)Nc1ccccc1	i	i	i	-11	i	i	4	i	i	i	i
Cc1ccc(C(C)C)c(OCc2nn(CC(=O)c3ccc(OC(F)F)cc3)c3[n+]2CCCCC3)c1	i	i	i	-0.8	i	i	-5	i	i	i	-5.5*
C/C(=N\NC(=O)CN1CCN(c2ccc(F)cc2)CC1)c1ccco1	i	i	i	-0.1	i	i	19	i	i	i	i
O=C(Nc1cccc(F)c1)C1CCN(C(=O)c2ccco2)CC1	i	i	i	0.3	i	i	23	i	i	i	i
N#Cc1c(SCC(=O)O)nc(N2CCOCC2)c2c1CCCC2	i	i	i	-0.6	i	i	27	i	i	i	i
CSC(=Nc1ccccc1)Nc1ccccc1	i	i	i	0.4	i	i	4	i	i	i	i
N[C@@H](Cc1ccccc1)c1nnc(SCc2ccccc2Cl)o1	i	i	i	-0.3	i	i	-27	i	i	i	i
Cn1c(SCC(N)=O)nnc1C1CCN(C(=O)NC2CCCCC2)CC1	i	i	i	-1.9	i	i	15	i	i	i	i
CC(=O)c1ccc(C(=O)N2CCCC(Nc3ccccc3)C2)s1 (configuration not stated)	i	i	i	0.0	i	i	38	i	i	i	i
Cc1nc2nc(C)c(CCC(=O)N3CCN(c4ccccn4)CC3)c(C)n2n1	i	i	i	0.0	i	i	9	i	i	i	i
O=C(COC(=O)C1(c2ccc(F)cc2)CCCC1)NCc1ccco1	i	i	i	-0.3	i	i	23	i	i	i	i
COc1cc(C2NC(=S)NC(c3ccccc3)=C2C(C)=O)cc(Cl)c1OCC(=O)O (configuration not stated)	i	i	i	-0.2	i	i	12	i	i	i	i
CC(=O)Nc1ccc(NC(=O)CCc2ccc(C)o2)cc1	i	i	i	-0.2	i	i	13	i	i	i	i
Cc1ccc2nc(SC(C)C(=O)NCc3ccco3)[nH]c2c1 (configuration not stated)	i	i	i	0.3	i	i	10	i	i	i	i
Cn1c(SCCOc2ccccc2Cl)nnc1-c1cccs1	i	i	i	0.7	i	i	24	i	i	i	i
COc1ccc(C2=NS(=O)(=O)N(C)C(C(=O)N3CCCCC3C)=C2)cc1 (configuration not stated)	i	i	i	0.0	i	i	19	i	i	i	i
O=C(NC(=S)N1CCN(c2ccccc2)CC1)c1c(F)cccc1F	i	i	i	-0.2	i	i	-1	i	i	i	i
CC1CN(c2ncc(/C=N/NC(=O)c3ccccc3O)s2)CC(C)O1 (configuration not stated)	i	i	i	0.0	i	i	35	i	i	i	i
Cc1ccc(NC(=O)c2cccc(N3C(=O)C4C5C=CC(C5)C4C3=O)c2)cc1C (configuration not stated)	i	i	i	0.1	i	i	4	i	i	i	i
CCOC(=O)c1nc(C)n(-c2cc(Cl)cc(Cl)c2)n1	i	i	i	0.1	i	i	56	i	i	i	i
COc1cc(CCC(=O)N2CC(C)OC(C)C2)cc(OC)c1OC (configuration not stated)	i	i	i	0.0	i	i	15	i	i	i	i
Cc1ccc(C)c(CSc2nnc([C@@H]3CCCN3)o2)c1	i	i	i	-0.2	i	i	18	i	i	i	i
Cc1[nH]c2ccccc2c1CCN(Cc1cccnc1)C(=S)Nc1cccc(F)c1	i	i	i	-0.7	i	i	4	i	i	i	i
N#C/C(C(=O)N1CCCC1)=C1/N=C(N)c2ccccc21	i	i	i	/	i	i	31	i	i	i	i
CCN=C(Nc1ccc2c(c1)OCO2)SC1CC(=O)N(c2ccc(OC)cc2)C1=O (configuration not stated)	i	i	i	0.0	i	i	-2	i	i	i	i
CCc1cc2ccc(C)cc2nc1SCC(=O)Nc1cc(C)on1	i	i	i	-0.5	i	i	23	i	i	i	i
CCOC(=O)CN1C(=O)N[C@@H](c2cccs2)C(C(=O)OC)=C1C	i	i	i	2.7	i	i	16	i	i	i	i
O=S(=O)(Nc1nc2c(s1)CCCC2)c1ccc2ccccc2c1	i	i	i	0.2	i	i	-50	i	i	i	i
O=C(Nc1nnc(-c2ccccc2)s1)c1cccc(S(=O)(=O)N2CCOCC2)c1	i	i	i	-0.4	i	i	23	i	i	i	i
CCN1CCN(c2ccc(S(=O)(=O)N3CCCCC3)cc2NC(=O)COc2ccc(Cl)cc2)CC1	i	i	/	-0.1	i	i	25	i	i	i	i
CC(C)(C)c1ccc(NC(=O)CSc2nnc(-c3n[nH]c4ccccc34)o2)cc1	i	i	i	1.8	i	i	25	i	i	i	i
CCOC(=O)C1=C(Nc2ccc(OC)cc2)OCC1=O	i	i	i	-0.3	i	i	11	i	i	i	i
CC1(c2ccccc2Cl)NC(=O)N(CC(=O)Nc2ccc(N3CCCCC3)cc2)C1=O (configuration not stated)	i	i	i	-0.2	i	i	?	i	i	i	i
O=C1CC(=O)C(n2cncn2)C(c2cccc(Cl)c2)C1 (configuration not stated)	i	i	i	0.3	i	i	14	i	i	i	i
CC(=O)Nc1cccc(C(=O)NC(C)c2ccc(-n3ccnc3)cc2)c1 (configuration not stated)	i	i	i	0.8	i	i	/	i	i	i	i
COc1ccccc1-c1nnc(Sc2nc([N+](=O)[O-])nn2C)o1	i	i	i	0.9	i	i	9	i	i	i	i
CC(=O)N1CCN(c2ccc(NC(=O)c3cccc(Cl)c3)cc2)CC1	i	i	i	1.6	i	i	/	i	i	i	i
CCCCOc1ccccc1NC(=O)c1scc2c1OCCO2	i	i	i	0.3	/	i	33	/	i	i	/
O=C(CCc1ccc(S(=O)(=O)N2CCOCC2)cc1)Nc1ccc(N2CCOCC2)cc1	i	i	i	-0.7	i	i	6	i	i	i	i
O=C(OCCOc1ccc(Br)cc1)c1ccc(Cl)c(S(=O)(=O)N2CCOCC2)c1	i	i	i	0.2	i	i	8	i	i	i	i
CCCc1cc(C(=O)N2CCN(C(c3ccccc3)c3ccccc3)CC2)no1	i	i	i	-0.4	i	i	14	i	i	i	i
COc1ccc(S(=O)(=O)N2CCOCC2)cc1Cl	i	i	i	0.1	i	i	28	i	i	i	i
CCOc1ccc(NC(=O)C(CC)n2nc(C)c3c(C)n(-c4ccccc4)nc3c2=O)cc1 (configuration not stated)	i	i	i	-0.3	i	i	25	i	i	i	i
CCOC(=O)N1CCN(C(=O)Nc2ccc(NC(=O)N3CCN(C(=O)OCC)CC3)cc2)CC1	i	i	i	0.0	i	i	11	i	i	i	i
Cc1csc(NC(=O)Nc2cccc(Cl)c2)n1	i	i	i	6.2	i	i	6	i	i	i	i
Cc1ccc(CN2CC(C(=O)Nc3nnc(SCc4c(Cl)cccc4Cl)s3)CC2=O)cc1 (configuration not stated)	i	i	i	0.0	i	i	12	i	i	i	i
Cc1cccc(C)c1OC(=O)CN(c1ccc(Cl)cc1)S(C)(=O)=O	i	i	i	-0.4	i	i	8	i	i	i	-7.1*
C/C=C1\COC(C(=O)NCc2ccccc2)(C(F)(F)F)C=C1C=C1CCCCC1 (configuration not stated)	i	i	i	-0.9	i	i	29	i	i	i	i
COc1ccccc1NC(=O)CSC1=NC(=O)C(Cc2ccccc2)C(=O)N1 (configuration not stated)	i	i	i	-0.1	i	i	7	i	i	i	i
COc1cccc(CNC(=O)CN(c2cc(C)cc(C)c2)S(=O)(=O)c2c(C)noc2C)c1	i	i	i	/	i	i	22	i	i	i	i
O=C(Nc1ccccn1)c1cccc(S(=O)(=O)N2CCOCC2)c1	i	i	i	0.3	i	i	10	i	i	i	i
Cc1ccc(SCc2c(C(=O)N/N=C/c3cccnc3)nnn2-c2nonc2N)cc1	i	i	i	/	i	i	30	i	i	i	i
O[C@@H](c1cc(C(F)(F)F)nc2c(C(F)(F)F)cccc12)[C@H]1CCCCN1	i	i	i	-0.7	i	i	59	i	i	i	i
O=C1NC(=O)c2cc([N+](=O)[O-])cc3cccc1c23	i	i	i	-25	i	i	64	i	i	i	i
CCCCCN(C(=O)CCC(=O)OCC(=O)N1CCCCC1)c1c(N)n(CCCC)c(=O)[nH]c1=O	i	i	i	-0.1	i	i	27	i	i	i	i
CCOc1ccc2nc(N/C(N)=N/S(C)(=O)=O)nc(C)c2c1	i	i	i	0.0	i	i	5	i	i	i	i
Cc1cccc(N2CC(O)(c3cccs3)[N+]3=C2CCCC3)c1 (configuration not stated)	i	i	i	0.3	i	i	15	i	i	i	i
O=C(NCCOc1ccccc1)C1CCC(=O)N(CCCN2CCOCC2)C1 (configuration not stated)	i	i	i	0.0	i	i	12	i	i	i	i
COC(=O)Cn1cc(C(=O)c2cccs2)c2ccccc21	i	i	i	-0.5	i	i	21	i	i	i	i

Compound activity as filed in PubChem BioAssay.
